High-throughput results (PubChem BioAssay)
Chronic BCR inh: qHTS Assay to Find Inhibitors of Chronic Active B-Cell Receptor Signaling. ABC-DLBCL IkBa-CBG/CBR reporter, luminescence ratio, 4 h. AID 493014, 2011. 0.05% of 340,000 active. Potency, µM (highest dose often 46.1 µM), inactives show top-dose ratio change, negative = lower green/red ratio, hits mostly inhibitors; active = well fitted inhibition curve with a large enough effect in the signal ratio, with a control signal flat, not every such curve was filed as active; inconclusive = small, poorly fitted or top-dose-only effect, or effect the other way, or a change in a side signal; the % refers to the signal ratio;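 note: potency is the fitted concentration of half-maximal effect; plate controls were basal doxycycline-induced cells for no effect and cells given 10 µM MG132 for full effect; MG132 reads +100%, hits lower the ratio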
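Concentration-response series (up to 46 uM) were applied to TMD8 dual-reporter cells for 4 h at 37C with doxycycline. Green/red ratio, after filter-overlap correction, defined %Activity; red signal alone was normalised to basal cells and zero luminescence.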
KCNH2 3.1 block: qHTS for Inhibitors of KCHN2 3.1: Mutant qHTS; Potassium voltage-gated channel subfamily H member 2, brain isoform KCNH2 3.1 (human); 0.95% of 340,000 active; activity change, % (tested at about 1.8 µM); U2OS KCNH2 3.1, thallium flux FluxOr; stronger effect = lower value; AID 720553, 2013;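 active = maximum activity change below -70%; inconclusive = maximum activity change from -70% to -50%; inactive = maximum activity change above -50%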;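 note: thallium influx rate constant from kinetic fluorescence after stimulation buffer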
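U2OS cells transduced with KCNH2 3.1 mutant virus (1.77 x 10^8 /mL, 4 h), plated overnight at 37 C, loaded 45 min with FluxOr dye plus Red40 quencher. Thallium flux rate constant from kinetic reads after stimulation buffer, normalised to controls.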
B2AR arrestin: qHTS assay of beta-arrestin-biased ligands of beta2-adrenergic receptor. 0.02% of 330,000 active. beta-arrestin recruitment to beta2AR, cell-based reporter. Beta-2 adrenergic receptor (Homo sapiens), P07550. Potency, µM (series often up to 46.1 µM), inactives show top-dose activation, hits mostly activators;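 note: potency is the fitted concentration of half-maximal effect; 0% = DMSO controls and full agonism = EC100 isoproterenol or metaproterenol; nearly all actives have a fitted effect of over 65% in size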
Giardia killer: Small Molecules that selectively kill Giardia lamblia: qHTS | Giardia lamblia trophozoite viability | activity change, % at 7.66 µM, hits read low | 0.15% of 340,000 active; in the data active = activity change below about -80%; inconclusive = between about -30% and that limit;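 note: parasites exposed to compound for two days anaerobically before the ATP read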
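Compounds were tested on trophozoites seeded at 100 cells/well and held 48 hrs at 37 deg C anaerobically. An ATP-based luminescent kit measured the remaining live cells.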
uPA surface inh: qHTS for Inhibitors of Cell Surface uPA Generation. 0.31% of 330,000 active. AID 540303, 2011. Potency, µM (doses to about 38.3 µM), without a hit: top-dose activity change, negative = inhibition, actives largely listed as inhibitors. cell surface uPA generation assay, qHTS; active = well fitted inhibition curve with a large enough effect; inconclusive = small, poorly fitted or top-dose-only effect; inactive = no such curve, though single readings can be large or run the other way; tested in mouse RAW 264.7 cells; note: potency is the fitted concentration of half-maximal effect; nearly all actives have a fitted effect of over 55% in size
KCNH2 WT inh: qHTS for Inhibitors of KCHN2 3.1: Wildtype qHTS; U2OS, BacMam KCNH2, thallium flux FluxOr; stronger effect = lower value; AID 720551, 2013; Voltage-gated inwardly rectifying potassium channel KCNH2 (Homo sapiens), Q12809; activity change, % at 1.84 µM; 0.37% of 340,000 active;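 active = maximum activity change below -70%; inconclusive = maximum activity change between -70% and -50%; inactive = maximum activity change above -50%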
Target sequence (Q12809 whole entry, looked up): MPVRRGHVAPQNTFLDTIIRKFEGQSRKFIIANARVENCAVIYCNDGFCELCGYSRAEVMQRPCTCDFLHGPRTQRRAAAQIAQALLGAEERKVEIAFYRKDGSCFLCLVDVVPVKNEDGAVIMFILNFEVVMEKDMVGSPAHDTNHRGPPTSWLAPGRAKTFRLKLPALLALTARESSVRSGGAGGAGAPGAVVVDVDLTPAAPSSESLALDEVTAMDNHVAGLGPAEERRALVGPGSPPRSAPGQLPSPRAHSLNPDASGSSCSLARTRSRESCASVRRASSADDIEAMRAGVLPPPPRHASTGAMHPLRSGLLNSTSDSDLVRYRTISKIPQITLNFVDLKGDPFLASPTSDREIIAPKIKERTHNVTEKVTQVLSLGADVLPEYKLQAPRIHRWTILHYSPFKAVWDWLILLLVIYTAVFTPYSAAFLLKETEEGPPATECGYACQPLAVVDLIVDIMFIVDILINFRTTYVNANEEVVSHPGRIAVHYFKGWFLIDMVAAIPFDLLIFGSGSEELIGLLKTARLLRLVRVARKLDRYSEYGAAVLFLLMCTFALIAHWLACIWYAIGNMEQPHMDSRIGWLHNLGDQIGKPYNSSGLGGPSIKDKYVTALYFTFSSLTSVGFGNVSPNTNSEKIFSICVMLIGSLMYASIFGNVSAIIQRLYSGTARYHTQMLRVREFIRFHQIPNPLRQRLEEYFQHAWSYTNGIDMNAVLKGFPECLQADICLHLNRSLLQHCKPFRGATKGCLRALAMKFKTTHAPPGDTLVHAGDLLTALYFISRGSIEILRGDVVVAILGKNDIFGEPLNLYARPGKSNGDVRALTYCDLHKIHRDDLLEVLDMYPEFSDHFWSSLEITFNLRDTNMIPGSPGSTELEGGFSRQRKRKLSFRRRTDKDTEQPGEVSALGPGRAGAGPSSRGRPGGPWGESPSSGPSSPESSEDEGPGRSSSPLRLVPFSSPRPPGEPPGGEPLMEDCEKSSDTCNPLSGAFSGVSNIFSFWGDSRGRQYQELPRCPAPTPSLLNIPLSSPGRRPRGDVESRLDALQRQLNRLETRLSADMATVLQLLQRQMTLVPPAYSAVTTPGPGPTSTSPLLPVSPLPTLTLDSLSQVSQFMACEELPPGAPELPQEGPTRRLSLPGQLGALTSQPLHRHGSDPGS
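U2OS cells transduced with wild-type KCNH2 virus are loaded with FluxOr dye for 45 min, and thallium flux is measured in kinetic reads before and after stimulation buffer. Rate constants are normalized to DMSO controls.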
GALK inhibitor: qHTS Assay for Inhibitors of Human Galactokinase (GALK); P51570; Purified GALK, Kinase-Glo residual ATP luminescence; Potency, µM (series often up to 57.5 µM), without a hit: at the highest dose activity change, negative = inhibition, actives largely listed as inhibitors; 0.007% of 270,000 active; note: potency is the fitted concentration of half-maximal effect
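The enzyme phosphorylates galactose (100 uM) using ATP (35 uM); inhibition is detected as higher residual ATP, quantified by bioluminescence after 1 h reaction at room temperature, pH 8.0.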
PKM2 activator: qHTS Assay for Activators of Human Muscle isoform 2 Pyruvate Kinase; Pyruvate kinase PKM (Homo sapiens), P14618; purified PKM2, Kinase-Glo ATP luminescence, activation; response scale: 0% is enzyme alone, no compound; Potency, µM (highest dose often 57.5 µM), inactives show top-dose activation, hits mostly activators; 0.34% of 260,000 active; AID 1631, 2009; note: potency is the fitted concentration of half-maximal effect; nearly all actives have a fitted effect of over 55% in size
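ATP formation by purified human PK-M2, quantified via coupled luciferase luminescence after 1 h at room temperature with 0.1 mM ADP and 0.5 mM PEP final.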
USP2a inh: qHTS Assay for Inhibitors of Ubiquitin-specific Protease USP2a Using CHOP2 as the Reporter; Ubiquitin carboxyl-terminal hydrolase 2 (Homo sapiens), O75604; USP2 core, Ub-CHOP2 coupled fluorogenic reporter, 485/531; Potency, µM (series often up to 38.3 µM), for inactives: at the top dose activity change, negative = inhibition, most hits filed as inhibitors; 0.01% of 330,000 active;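 note: potency is the fitted concentration of half-maximal effect; plate controls were DMSO wells for no effect and full inhibition by NEM control for full effect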
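USP2 core (10nM final) preincubated 30min RT with compound in 20mM Tris-HCl pH 8.0, 2mM CaCl2, 2mM beta-mercaptoethanol, 0.05% CHAPS; 25nM Ub-CHOP2 plus 25nM reporter substrate added, fluorescence (Ex485/Em531) read after 60min.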
Eya2 inh: qHTS Assay for Inhibitors of the Phosphatase Activity of Eya2. Protein phosphatase EYA2 (Homo sapiens), O00167. recombinant Eya2, OMFP fluorescence dephosphorylation (OMFP is methylfluorescein phosphate). Potency, µM (titrated, usually from 76.9 µM), inactives show at the highest dose activity, negative = inhibition, hits mostly inhibitors. 0.006% of 330,000 active; note: potency is the fitted concentration of half-maximal effect
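Eya2 (0.2 uM) preincubated 10 min at ambient with compound, then OMFP substrate added at 50 uM; 10 min reaction in 50 mM HEPES pH 7.5, 50 mM NaCl, 5 uM MgCl2, 0.05% BSA, 1 mM DTT. Fluorescence read at Ex 485/Em 525 nm.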
Coupling enz: qHTS Assay for Inhibitors of Fructose-1,6-bisphosphate Aldolase from Giardia Lamblia: Coupling assay counterscreen; coupling enzyme system counterscreen, AmpLite Red fluorescence; activity change, negative = inhibition, % at 58.2 µM, hits read low; 0.67% of 290,000 active; in the data active = activity change below about -30%
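Compounds tested against the coupling enzymes alone at 57.5 uM final; readout was AmpLite Red fluorescence (525/598 nm) after 20 min at RT.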
* marks the source's active call; other numbers are inactive results; u = inconclusive; x = no result given; [ ] = dose if it differs, or a comment. Unless noted, calls come from the whole dose curve; as a rule, active = well fitted curve in the direction sought with a large enough effect; inconclusive = small, poorly fitted or top-dose-only effect, or another doubt; inactive = no such curve, though single readings can be large; an effect the other way counts as inactive or inconclusive. Unless noted, % is set by controls: 0 for no effect and ±100 for the full control effect. No enrichment for hits. Share with any hit: about 2.4%.

SMILES | Chronic BCR inh | KCNH2 3.1 block | B2AR arrestin | Giardia killer | uPA surface inh | KCNH2 WT inh | GALK inhibitor | PKM2 activator | USP2a inh | Eya2 inh | Coupling enz
Cc1cc(CN(C)C(=O)c2ccc(OC3CCN(CCc4ccccc4)CC3)cc2)on1 | 0.0% | 4.0 | -0.3% | 7.3 | -5.8% | -28.6 | -4.5% | 7.6% | -1.4% | -12.9% | -4.2
CCOC(=O)Cc1csc(NC(=O)CN2CCN(c3ccccc3)CC2)n1 | -10.3% | -8.5 | -0.1% | -19.0 | 2.6% | 0.3 | -0.4% | -1.4% | 2.6% | -6.6% | -1.1
Cc1ccc2c(CN3C(=O)NC(C)(c4ccc5c(c4)OCO5)C3=O)cc(=O)oc2c1 (configuration not stated) | u | -10.0 | -0.3% | -10.1 | -9.9% | -16.5 | 2.0% | -12.8% | -12.5% | 10.1% | -2.6
O=CNc1ccc(OC(=O)c2cncc(Br)c2)cc1 | 3.4% | 5.1 | -0.4% | -15.8 | -0.7% | -6.6 | 5.0% | -12.6% | 0.8% | -6.6% | 4.6
COc1ccc(CNS(=O)(=O)c2ccc3c(c2)C(C)(C)C(=O)N3C)cc1 | 2.8% | -23.2 | -0.1% | -27.1 | -9.5% | -2.7 | 5.8% | -5.1%[0.46 µM] | -1.0% | 5.4% | 1.6
Cc1ccc(-c2c(C#N)c(N)nc3c2CCCCC3)cc1 | u | -0.5 | -0.1% | -10.5 | 4.0% | -18.6 | 0.1% | -1.8% | 3.3% | -1.1% | 1.6
Cc1nc(CN(C)Cc2nc(Cc3cccc(F)c3)no2)cs1 | 6.5% | -11.1 | 0.2% | -0.7 | 2.5% | -5.4 | 0.3% | -8.2% | -0.1% | 0.3% | -1.0
O=C1/C(=C/c2ccccn2)SC(=S)N1c1ccc(O)cc1 | u | -0.3 | -0.2% | 4.8 | -15.9% | 0.1 | -2.3% | -0.2% | -0.3% | -2.9% | 0.4
CCOC(=O)N1CCN(C(=O)C(C)N(c2ccccc2)S(C)(=O)=O)CC1 (configuration not stated) | u | -0.4 | -1.3% | -5.1 | 4.0% | -4.0 | 10.8% | -3.0% | -1.9% | -0.8% | 2.3
Cc1cc(N2CCOCC2)ccc1/C=C\[N+](=O)[O-] | u | 1.7 | -1.9% | -3.8 | -17.3% | 3.0 | x | 1.7% | -0.8% | -4.2% | 2.4
CCOc1ccc(CN(C)C(C)C(=O)Nc2ccc([N+](=O)[O-])cc2Cl)cc1OC (configuration not stated) | 0.8% | u | 0.4% | 14.0 | 1.4% | -39.2 | -0.7% | -3.0% | -0.4% | -7.7% | 0.1
Cc1ccc(NS(=O)(=O)c2cc(C(=O)N3CCN(C)CC3)ccc2C)cc1 | 3.8% | -7.2 | -0.4% | 24.6 | -2.7% | 3.5 | -5.7% | 10.1% | 1.2% | -18.9% | 0.1
CCOc1c(N2CCCCC2)c(=O)c1=O | u | u | 0.5% | -2.9 | 5.7% | 10.7 | 2.7% | -1.5% | 1.2% | 15.2% | 4.7
COc1ccc(OC)c(/C=C/c2[nH]c(=O)[nH]c(=O)c2[N+](=O)[O-])c1 | -0.9% | 0.8 | -1.0% | 3.0 | 2.8% | 3.4 | -19.6% | 0.3% | 1.0% | -0.8% | 14.8
Cc1ccccc1CSc1nc2ccccc2c(=O)n1C | -7.3% | -5.7 | 0.0% | 3.6 | 5.3% | 12.3 | x | x | -0.2% | 1.9% | x
O=C(c1cccs1)N1CCN(c2ccc([N+](=O)[O-])cc2F)CC1 | -9.6% | -0.4 | -0.8% | 15.3 | 2.9% | -7.6 | x | x | -0.4% | 0.2% | 1.1
Nc1nnc(SCC(=O)N2CCN(Cc3ccccc3)CC2)s1 | -7.7% | -2.4 | -1.1% | 6.3 | x | 7.4 | 1.2% | -0.3% | 3.2% | -4.2% | -1.3
CN(C)c1ccc(C(=O)OCC(=O)c2ccc[nH]2)cc1 | -14.9% | 10.0 | -0.3% | -0.2 | 3.7% | -2.4 | x | x | 0.5% | 0.0% | x
Cc1ccc(NC(=S)NNC(=O)Nc2ccccc2)cc1 | -19.4% | -0.5 | 0.1% | 4.4 | -8.0% | -5.5 | 0.3% | -0.9% | -0.8% | 1.7% | 1.9
COc1ccc(-n2nc([N+](=O)[O-])c(=NCCc3ccc(OC)c(OC)c3)n2O)cc1 | -1.6% | -6.1 | 0.0% | -94.3* | u | 3.0 | 0.2% | -10.4% | 0.8% | 2.2% | 1.7
CCn1cnc2cc(NC(=O)c3cccs3)ccc21 | u | 29.9 | 0.0% | -12.9 | -10.3% | 1.8 | 1.9% | -7.4% | -1.7% | -8.1% | -2.1
O=C(NCc1cccnc1)/C(=C\c1ccc(-c2cccc(Cl)c2)o1)S(=O)(=O)c1ccccc1 | u | 3.5 | -0.8% | -10.3 | u | -11.1 | -1.5% | 11.7% | 4.3% | -5.6% | 2.9
O=C1C(Cc2c[nH]c3ccccc23)NC(=S)N1Cc1ccccc1 (configuration not stated) | 4.5% | -10.0 | -0.2% | -9.1 | 8.7% | 5.2 | 8.0% | -0.7% | 3.2% | -18.3% | 1.9
Cc1cc(OC(C)C(=O)NC(Cc2c[nH]c3ccc(O)cc23)C(=O)O)c2c(C)cc(=O)oc2c1 (configuration not stated) | -6.6% | 3.2 | -4.5% | -8.4 | 10.7% | 2.4 | x | 0.9% | 1.7% | 18.6% | -0.5
COc1ccc(CCNC(=O)COc2cccc(-n3cnnn3)c2)cc1 | -13.8% | 24.8 | 0.1% | 3.4 | 5.0% | 2.8 | x | x | 2.9% | -38.3% | x
Next results follow:
SMILES | Chronic BCR inh | KCNH2 3.1 block | B2AR arrestin | Giardia killer | uPA surface inh | KCNH2 WT inh | GALK inhibitor | PKM2 activator | USP2a inh | Eya2 inh | Coupling enz
Nc1ncnc2c1ncn2[C@@H]1O[C@H](CNC(=O)[C@@H]2CCCN2S(=O)(=O)c2ccc(F)cc2)[C@@H](O)[C@H]1O | u | -5.0 | -0.2% | 5.8 | 9.5% | -10.5 | x | x | 1.2% | 1.7% | x
COc1ccc(N2CCN(C(=O)CNC(=O)c3ccc(C(C)(C)C)cc3)CC2)cc1 | 0.9% | -0.6 | -1.4% | 13.2 | -5.2% | 7.2 | -3.1% | -4.8% | 0.6% | 2.7% | 2.5
S=c1[nH]nc(-c2cccc(Br)c2)o1 | 15.8% | -16.7 | -0.4% | 0.9 | -4.2% | 7.9 | -14.6% | -4.6% | 5.1% | -11.4% | 8.9
Cc1occc1-c1nnc(SCC(=O)NC2CCCCC2)o1 | 1.6% | -5.6 | -1.1% | 15.2 | 14.3% | -2.8 | x | x | 0.7% | 12.1% | x
CCOC(=O)c1c(S(=O)(=O)NCC(=O)Nc2ccc(F)cc2F)c(C)n(C)c1C | 4.9% | 7.5 | 0.2% | 2.1 | 3.6% | -6.2 | 7.4% | x | 1.6% | -12.9% | -0.5
Cc1cc(Cl)ccc1OCCCC(=O)N1CCN(C(=O)c2ccco2)CC1 | -5.1% | -20.8 | -0.2% | 4.4 | x | 50.3 | 6.6% | -2.0% | -0.7% | 2.7% | 0.5
COCCNC(=O)c1snc2ccc(Cl)cc12 | u | 3.6 | -0.1% | 2.5 | -11.0% | -7.8 | 1.5% | -12.1% | 0.0% | -37.5% | -1.0
Cc1cc2oc(=O)cc(CN3CCC(C)CC3)c2cc1Cl | -1.4% | -4.0 | 0.4% | -12.1 | -1.5% | -10.9 | 1.3% | 0.2% | 1.9% | 6.4%[15.4 µM] | 5.0
O=C(Cn1nnc(-c2ccccc2-n2cnnn2)n1)NCc1ccccc1 | 2.1% | 5.8 | 0.0% | -19.0 | 3.0% | 6.0 | 0.1% | 2.6% | 3.9% | 18.6% | -0.7
N#CCCN(C(=S)Nc1ccc(S(=O)(=O)N2CCOCC2)cc1)c1ccccc1F | 1.2% | -13.6 | -0.1% | 7.5 | 3.9% | 1.1 | x | x | 0.8% | 11.1% | x
